# miR-122 sensor = miR-122 Renilla sensor signal increase in Huh7, primary screen, miR-122 inhibitor project, cell-based, single point, plate reader; Huh7 miR-122 Renilla luciferase sensor, 48 h; neutral wells = 0, positive control = 100; activation (reporter increase), % at 12.5 µM; AID 602342, 2012; hit rate 0.3% among 340,000;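 active = mean replicate activation score at least 90 and every replicate individually at or above 90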;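 note: higher luciferase means less miR-122 activity so hits act as miR-122 inhibitors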
# The depositor's hits bear a star. The list is partial, so the mix of outcomes need not match the whole.
SMILES,miR-122 sensor
Cc1ccc(N2C(=O)CSC2c2ccccn2)cc1Cl (configuration not stated),3
NC(=O)C1CCCN(C(=O)NC2CCCCC2)C1 (configuration not stated),61
CC(=O)NC(CCS(C)(=O)=O)C(=O)Nc1c(F)cccc1F (configuration not stated),-1
COc1ccc(OC)c(C(=O)c2nc3c(n2O)CCCCC3)c1,5
O=C(O)C1CCCCC1C(=O)Nc1ccc2c(c1)CCC2 (configuration not stated),1
O=C(NC1(C(F)(F)F)NC(=O)N(Cc2ccco2)C1=O)c1cccs1 (configuration not stated),-13
COc1ccc(N2CCN(C(=O)CCn3nnc4ccccc43)CC2)cc1,-2
CCOc1ccc(S(=O)(=O)NCC2CCCO2)c2cccnc12 (configuration not stated),17
COc1ccc(OC)c(N2CC(O)=C(c3nc4ccccc4s3)C2=N)c1,9
Cc1ccc(-n2nc(C)c3c2OC(N)=C(C#N)C3c2ccc(F)cc2)cc1 (configuration not stated),2
Cc1cc2c(NCC(C)O)ncnc2s1 (configuration not stated),-1
COc1cc(/C=C2/C(=N)N3N=C(CC(=O)N4CCOCC4)SC3=NC2=O)ccc1OCc1ccccc1F,-1
C=CCOC(=O)c1ccc(-n2cncn2)nc1,-9
O=C1CSC(c2ccccc2F)N1CCN1CCCCC1 (configuration not stated),-11
COC(=O)c1ccc(NC(=O)CSc2nc3cccnc3n2C)cc1,-7
COc1ccc(N2CCN(C(=O)CCCC3=NS(=O)(=O)c4ccccc4N3)CC2)cc1,-2
Cc1ccc(N(C)S(=O)(=O)c2cccc(C(=O)NC3=NCCS3)c2)cc1,5
COc1ccc(C(=O)CC(=O)O)c2c1C=CC(C)(C)O2,-5
Cc1cc(OCC(=O)NCCCN2CCOCC2)cc(C)c1Cl,10
CCCN1CCN(C2CCCCC2NS(=O)(=O)c2ccc(Cl)cc2)CC1 (configuration not stated),-2
COc1cc2[nH]c(=S)n(CCN3CCCCC3C)c(=O)c2cc1OC (configuration not stated),-4
CCOc1ccccc1NC(=O)c1ccc(F)c(S(=O)(=O)N2CCC3(CC2)OCCO3)c1,3
CSc1nsc(SCC(=O)Nc2ccccn2)n1,-1
Cc1ccc(OCCCC(=O)Nc2nncs2)cc1,-4
CCOC(=O)C1CCN(c2nc3ccccc3nc2C(C#N)C(=O)OCCOC)CC1 (configuration not stated),18
COC(=O)Cc1c(C)c2c(OCc3nn[nH]n3)cc(C)cc2oc1=O,0
Cc1cc(C)n(CC(=O)c2ccccc2)c(=O)c1C#N,12
Cc1cccc(NC(=O)CSc2nnc(CSc3nc(C)cc(C)n3)o2)c1,-6
COC(=O)c1cn(CCOc2ccc(C)cc2)c2ccccc12,4
O=C(NC1(C(F)(F)F)NC(=O)N(Cc2ccccc2)C1=O)c1cccs1 (configuration not stated),-1

# In the list so far, ten contain four or more nitrogen atoms.
SMILES,miR-122 sensor
COc1ccc(N2CCN(C(=O)CCn3nnc4ccccc43)CC2)cc1,-2
Cc1ccc(-n2nc(C)c3c2OC(N)=C(C#N)C3c2ccc(F)cc2)cc1 (configuration not stated),2
COc1cc(/C=C2/C(=N)N3N=C(CC(=O)N4CCOCC4)SC3=NC2=O)ccc1OCc1ccccc1F,-1
C=CCOC(=O)c1ccc(-n2cncn2)nc1,-9
COC(=O)c1ccc(NC(=O)CSc2nc3cccnc3n2C)cc1,-7
COc1ccc(N2CCN(C(=O)CCCC3=NS(=O)(=O)c4ccccc4N3)CC2)cc1,-2
CSc1nsc(SCC(=O)Nc2ccccn2)n1,-1
CCOC(=O)C1CCN(c2nc3ccccc3nc2C(C#N)C(=O)OCCOC)CC1 (configuration not stated),18
COC(=O)Cc1c(C)c2c(OCc3nn[nH]n3)cc(C)cc2oc1=O,0
Cc1cccc(NC(=O)CSc2nnc(CSc3nc(C)cc(C)n3)o2)c1,-6

# New compounds follow
SMILES,miR-122 sensor
COc1ccc(C(=O)Oc2cccnc2)cc1OC,3
CCn1c(C)nc2cc(C(=O)NNS(=O)(=O)c3ccc(C)cc3C)ccc21,3
CCc1c(C)c2ccc(O)c(CN(C)C)c2oc1=O,5
C/C(=N\O)c1ccccc1C(=O)O,-7
CCOC(=O)N1CCN(S(=O)(=O)c2ccc(C(=O)Nc3nc4c(s3)CC(C)CC4)cc2)CC1 (configuration not stated),-9
COc1ccc(NC(=O)COc2nc(N(C)C)nc(N(C)C)n2)cc1,1
COC(=O)c1[nH]c(C)c(/C(O)=C2\C(=O)C(=O)N(CCN3CCOCC3)C2c2ccccc2OC)c1C (configuration not stated),12
Cc1ccc(/C=C2\Sc3ccccc3C2=O)s1,3
CCN1C(=O)S/C(=C/c2c(OCc3ccc(C(=O)O)cc3)ccc3ccccc23)C1=O,0
COc1ccc(C2C(C(=O)N3CCCC3)c3cc(OC)c(OC)cc3C(=O)N2C)cc1OC (configuration not stated),0
CCNc1nc(NC(C)C)nc(NS(=O)(=O)c2ccc(N)cc2)n1,8
CCCn1c(NCc2cc(C)ccc2O)nc2ccccc21,14
CCN1CCN(c2nc(SC)nc3sc4c(c23)CC(C)(C)OC4)CC1,2
Cn1nc(C(F)(F)F)c2cc(NC(=O)OCc3ccc(F)cc3)sc21,2
O=[N+]([O-])c1ccccc1/C=N/N1CCN(c2ccc(Cl)cc2)CC1,-5
Cc1cc(C)nc(SCC(=O)N2CCOCC2)n1,-4
CN1C(=O)CC(N2CCN(C(=O)CN3CCCC3)CC2)C1=O (configuration not stated),-21
CC(CNCC1CCCO1)COc1ccccc1 (configuration not stated),-4
Fc1ccc2c(c1)C(c1ccncc1)=NNC(c1cccnc1)=N2,-16
O=C1C2C3c4ccccc4C(c4ccccc43)C2c2nc3ccccc3n21 (configuration not stated),10
Cc1cc(NC(=O)c2ccccc2NS(=O)(=O)c2c(C)c(C)cc(C)c2C)no1,0
Oc1c(C(Nc2nc3ccccc3s2)c2ccco2)ccc2cccnc12 (configuration not stated),28
Cc1ccccc1C(=O)N1CCC(C(=O)Nc2ccc(S(=O)(=O)N(C)C(C)C)cc2)CC1,-8
O=C(CSc1nccn1-c1ncc(C(F)(F)F)cc1Cl)c1ccc(Cl)cc1,22
O=C(CN1CCOCC1)Nc1ncccn1,-7
O=C(CSc1nc(O)c(C2CCCCC2)c(=O)[nH]1)Nc1ccc(Cl)cc1,-5
S=C(c1ccccc1)N(c1ccccc1)c1ccccc1,-1
N#CC(C(=O)CCN1C(=O)C2CC=CCC2C1=O)c1nc2ccccc2[nH]1 (configuration not stated),-4
CCCCc1ccc(-c2c(C#N)c(N)nc3c2CCCC3)s1,2
Cc1cccc2cc(CN(CCN(C)C)C(=S)Nc3ccccc3)c(=O)[nH]c12,2
O=C(NCc1ccccc1Cl)c1cccc2c1C(=O)c1ccc(-c3ccc(OC(F)(F)F)cc3)cc1S2(=O)=O,-1
C1CCN(c2nc3nonc3nc2N2CCCC2)C1,-7
CC12CC(NC(=O)N1c1cccc(C(=O)NCc3ccc4c(c3)OCO4)c1)c1cc(Cl)ccc1O2 (configuration not stated),-4
CC1(C)CC(=O)C(C(C2=C(O)CC(C)(C)CC2=O)c2cccc(O)c2)C(=O)C1 (configuration not stated),3
Cc1nnc(NC(=O)c2cccc(S(=O)(=O)N3CCOCC3)c2)s1,-2
Cc1ccc(-c2csc(NC(=O)CSC3=NCCS3)n2)cc1,-14
CCOc1ccc(C(C)NC(=O)CCC(=O)O)cc1 (configuration not stated),-7
CCOC(=O)N1CCC(NC(=O)CCCN2C(=O)CSc3ncccc32)CC1,2
Cn1c(=O)[nH]c(=O)c2c1nc(N1CCCCCC1)n2CCCSc1nc2ccccc2o1,-2
CCCCCc1c(C)nc(Nc2nc(C)c3cc(OC)ccc3n2)[nH]c1=O,0
CCCCCn1c(=NC(C)=O)c(C#N)cc2c(=O)n3ccccc3nc21,2
CC/C(=N\NC(=O)c1csc(C)c1C)c1cccs1,-2
CCOC(=O)N1CCN(C(=O)Cc2ccsc2)CC1,-4
Cc1ccc(OS(=O)(=O)c2ccccc2)c(/C=N/N=C2\NC(=O)C(C)S2)c1 (configuration not stated),-1
O=c1c2[nH]c3ccccc3c2ncn1Cc1ccncc1,5
O=C(CCS(=O)(=O)c1cccc2nsnc12)N1CC(=O)N(CCc2ccccc2)C(=O)C1,-5
CCOc1ccc(CN(Cc2ccco2)C(c2cccs2)c2nnnn2C(C)(C)C)cc1 (configuration not stated),11
COc1ccccc1NC(=O)COC(=O)/C=C/c1ccccc1[N+](=O)[O-],-1
COc1cccc(C(=O)O/N=C(\N)c2ccc([N+](=O)[O-])cc2)c1,13
O=S(=O)(c1ccc(OCc2nc3ccccc3s2)c(Cl)c1)N1CCOCC1,-1
O=C(O)c1cccc2c1/C(=N/Nc1ccc([N+](=O)[O-])cc1[N+](=O)[O-])c1ccccc1-2,-3
CC(C)(C)OC(=O)NCCc1nnc(SCC(=O)Nc2cccc(Cl)c2)o1,-6
COc1cc2c(-c3ccccc3O)nc3c(c(C)nn3-c3ccccc3)c2cc1OC,1
Cc1ccc(C)c(NC(=O)Cc2nc(CCl)cs2)c1,-5
CC(Oc1ccc(NC(=O)c2ccco2)cc1)C(=O)N1c2ccccc2CC1C (configuration not stated),5
O=[N+]([O-])c1cccc(-n2nnnc2CN2CCCCCC2)c1,-4
CCNC(=O)NC(=O)C(C)OC(=O)c1cccnc1SC (configuration not stated),-7
CCOc1ccc(OCC)c(NC(=O)C(NS(=O)(=O)c2ccc3c(c2)oc(=O)n3C)C(C)C)c1 (configuration not stated),-6
COCCCNc1oc(COc2ccc(Cl)cc2Cl)nc1C#N,1
O=C(NC1CCS(=O)(=O)C1)c1c(NC(=O)C2COc3ccccc3O2)sc2c1CCCC2 (configuration not stated),3
# Next compounds follow.
SMILES,miR-122 sensor
CC(=O)Nc1nc(N2C(=O)c3ccccc3C2=O)n(-c2ccccc2)n1,-7
CCN(CC(=O)Nc1cccc(OC)c1)C(=O)C1CCN(C(=O)Nc2ccccc2)CC1,-8
O=C(Cc1ccccc1)Nc1cccc(-c2nnc(-c3ccco3)o2)c1,4
COc1ncnc2c1N=C1CC(C)(C)CC(N)=C1S2,-2
COc1ccc(OC(=O)c2cccc(S(=O)(=O)N3CCCC3)c2)cc1,-13
O=C(CN1CCCC(O)C1)N1c2ccccc2Sc2ccc(C(F)(F)F)cc21 (configuration not stated),-12
O=C(CN1CCN(c2ccccn2)CC1)N1c2ccccc2CCc2ccccc21,-1
O=C(NC1CCCc2ccccc21)c1ccc(=O)[nH]c1 (configuration not stated),3
Cc1ccc(C(C(=O)NC2CCCC2)N(Cc2cccs2)C(=O)c2csnn2)o1 (configuration not stated),9
Cc1onc(-c2ccccc2Cl)c1C(=O)Nc1nc2ccc(S(C)(=O)=O)cc2s1,-8
Oc1ccc(CN2CCCc3ccccc32)c2cccnc12,1
CC(C)(C)NC(=O)C1N(c2cccnc2)C(=O)C2C(C(=O)Nc3ccccc3F)C3(C)C=CC21O3 (configuration not stated),-6
Cc1sc2ncnc(SCC(=O)N3CCCC3)c2c1C,2
CC(=O)NCCOC(=O)Nc1ccncc1,-8
COCCn1c(N2CCN(c3ccc(OC)cc3)CC2)nc2c1c(=O)n(C)c(=O)n2C,-5

# Continued; it opens with the five that closed the last part.
SMILES,miR-122 sensor
Oc1ccc(CN2CCCc3ccccc32)c2cccnc12,1
CC(C)(C)NC(=O)C1N(c2cccnc2)C(=O)C2C(C(=O)Nc3ccccc3F)C3(C)C=CC21O3 (configuration not stated),-6
Cc1sc2ncnc(SCC(=O)N3CCCC3)c2c1C,2
CC(=O)NCCOC(=O)Nc1ccncc1,-8
COCCn1c(N2CCN(c3ccc(OC)cc3)CC2)nc2c1c(=O)n(C)c(=O)n2C,-5
O=C(C1CCCN(S(=O)(=O)c2cnc[nH]2)C1)N1CCN(Cc2ccccc2)CC1 (configuration not stated),-6
CCOC(=O)c1ccc(NC(=S)N(CCCN2CCCCCC2)Cc2ccco2)cc1,-12
Cc1onc(-c2ccccc2Cl)c1C(=O)Nc1ccc(-n2nncc2C(C)(C)C)cc1,4
COc1ccccc1OC1=NS(=O)(=O)c2ccccc21,3
Cc1ccc(C)n1NC(=O)c1ccccc1,-3
N#Cc1ccc(-c2csc(NNC(=O)c3ccc(Br)cc3)n2)cc1,-1
Cc1cc(Cl)c(S(=O)(=O)NC2CCCC2)cc1OCC(=O)NC1CCCCC1,58
O=S1(=O)c2ccccc2N=NN1Cc1ccc(Cl)cc1,4
CCOc1ccccc1CNC(=O)Cn1ccc2cc(S(=O)(=O)N3CCC(C)CC3)ccc21,-5
CCC(C)N(C(=O)COC(=O)c1cn(CC)c2nc(C)ccc2c1=O)C1CCS(=O)(=O)C1 (configuration not stated),-6
Cc1cc(C)n(C(=O)c2cccc(S(=O)(=O)N3CCOCC3)c2)n1,0
CC(OC(=O)CNS(=O)(=O)/C=C/c1ccccc1)C(=O)Nc1ccc(S(=O)(=O)N2CCCC2)cc1 (configuration not stated),-4
CCOC(=O)C(O)(NC(=O)c1cccnc1)C(F)(F)F (configuration not stated),0
CC(C)N(C(=O)Cn1c(SCC(=O)NCc2ccc3c(c2)OCO3)nc2ccccc21)C(C)C,2
O=C(CCNS(=O)(=O)c1cccs1)NCc1cccs1,-8
CCCN1C(=O)c2ccc(C(=O)NC3=NCCS3)cc2C1=O,-8
COC(=O)c1cc2occc2n1CC(=O)Nc1ccc(OC)c(OC)c1OC,-3
CCOc1ccc2nc(NS(=O)(=O)Cc3ccccc3)sc2c1,69
CC(C)C[C@H](N)c1nnc(S(=O)(=O)Cc2ccc(F)cc2)o1,-9
Cc1ccc(S(=O)(=O)c2c(C)cc(C)nc2Cl)cc1,4
O=C(NCCc1ccccc1)c1cc2sccc2n1Cc1ccccc1,5
CCc1c(C)sc(NC(=O)OC)c1C(=O)N1CCCCC1,-3
Cc1ccc(NC(=O)CC2SC(=NCC3CCCO3)NC2=O)cc1Cl (configuration not stated),-5

# High-throughput results (PubChem BioAssay)
